From PubChem
PvdQ inh: P. aeruginosa PvdQ acylase inhibition. purified PvdQ acylase, fluorescence plate reader. inhibition, % at 10 µM. 340,000 tested, 0.063% active. AID 488965; in the data active = inhibition above about 30%, passing the limit was not always enough;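 note: 0% = vehicle neutral wells and 100% = reference inhibitor wells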
phage Ecoli inh: E. coli growth loss with phage present. growth absorbance. inhibition, % at 11.9 µM. 360,000 tested, 0.26% active. AID 651602; in the data active = inhibition above about 11%
E coli growth: bacterial growth inhibition, counter-screen for AddAB inhibitors; inhibition, % at 11.9 µM; E. coli V3065 growth, OD600 absorbance, 18 h; AID 449728; 330,000 tested, 0.27% active;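 active = inhibition above the campaign's mean inhibition across all tested compounds plus 3 SD, cut at about 9.9% in these data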;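 note: uninfected addAB+ strain grown without phage in ampicillin broth; 0% = DMSO wells and 100% = ciprofloxacin 0.95 µg/ml wells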
PfHsp90 yeast 2: reduces growth (ATP signal) of yeast expressing P. falciparum Hsp90 | S. cerevisiae expressing PfHsp90, BacTiter-Glo ATP, 48 h; yeast lacking PDR1 and PDR3 efflux regulators | inhibition, % at 9.4 µM | 310,000 tested, 0.32% active;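 active = every replicate shows inhibition above about 80%, whatever the replicate mean, limit read from the data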;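 note: 0% = DMSO neutral controls and 100% = 20 µM radicicol positive controls; yeast relying on Plasmodium falciparum Hsp90 in place of its own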
DAGLB inh: diacylglycerol lipase beta (human) inhibition; HEK293T DAGLB membrane lysate, EnzChek fluorogenic substrate; inhibition, % at 5.17 µM; 340,000 tested, 0.059% active; Q8NCG7; in the data active = inhibition above about 34%;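 note: 0% = enzyme with vehicle and 100% = wells lacking enzyme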
Target sequence (Q8NCG7 whole entry, looked up): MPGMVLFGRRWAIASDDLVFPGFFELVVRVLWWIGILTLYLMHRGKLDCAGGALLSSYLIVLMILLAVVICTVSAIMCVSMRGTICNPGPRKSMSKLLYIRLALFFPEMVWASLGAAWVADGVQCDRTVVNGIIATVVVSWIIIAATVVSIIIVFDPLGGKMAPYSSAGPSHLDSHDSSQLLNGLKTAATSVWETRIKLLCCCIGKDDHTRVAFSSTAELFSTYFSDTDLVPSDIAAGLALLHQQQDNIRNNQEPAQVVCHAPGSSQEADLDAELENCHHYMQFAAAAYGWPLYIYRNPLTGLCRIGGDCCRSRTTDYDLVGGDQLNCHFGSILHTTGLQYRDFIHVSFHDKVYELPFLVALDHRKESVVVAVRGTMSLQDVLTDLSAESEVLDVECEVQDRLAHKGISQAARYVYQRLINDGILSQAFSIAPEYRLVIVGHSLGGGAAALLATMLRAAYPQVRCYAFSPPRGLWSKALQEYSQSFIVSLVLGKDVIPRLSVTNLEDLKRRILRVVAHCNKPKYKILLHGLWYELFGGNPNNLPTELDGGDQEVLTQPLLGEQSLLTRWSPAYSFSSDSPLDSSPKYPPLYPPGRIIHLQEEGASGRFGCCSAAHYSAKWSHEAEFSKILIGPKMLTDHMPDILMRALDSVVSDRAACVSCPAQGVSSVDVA
CAL PDZ FP: blocks peptide binding to human CAL PDZ domain; 330,000 tested, 0.02% active; purified CAL PDZ, TMR-peptide fluorescence polarization, 1 h; Q9HD26; AID 504414; inhibition, % at 20 µM;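 active = highest replicate inhibition of at least 40%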;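 note: plate controls were DMSO neutral control wells for no effect and unlabeled competitor peptide control wells for full effect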
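Test system: purified CerCALP PDZ construct; Compound dosing: one concentration, 20 µM compound; Also added: TMR-labelled reporter peptide T*-PRC34 bound in PDZ groove; Read-out: inhibition from polarization loss; Controls: unlabelled peptide and DMSO controls; Signal: FP readout, S and P plane fluorescence; Incubation: 1 h at RT.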
Tat transport: blocks Tat-dependent protein export in E. coli. E. coli MC4100 TorA-mCherry Tat export, fluorescence. inhibition, % at 10 µM. 340,000 tested, 0.036% active. AID 488895;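 active = mean replicate inhibition at least 50% and at least half of replicates individually reaching 50%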;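 note: exported cargo escapes ClpAP degradation while cytoplasmic cargo is degraded and loses fluorescence; 0% = median of neutral control wells and 100% = median of NaSCN control wells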
Wnt bcat act: activates Wnt/beta-catenin signaling in a reporter cell assay | activator, plate reader | activation, % at 9.35 µM | 300,000 tested, 1.2% active; in the data active = activation above about 30%, passing the limit was not always enough;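 note: 0% = neutral control wells and 100% = positive control wells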
AddAB inh: less growth of phage-infected E. coli with AddAB; E. coli expressing H. pylori AddAB, absorbance growth; 330,000 tested, 0.29% active; inhibition, % at 11.9 µM; in the data active = inhibition above about 12%;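 note: 0% = vehicle wells of infected cells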
Rtt109 HAT inh: blocks Candida albicans Rtt109/Vps75 acetyltransferase activity; Q5AAJ8; 330,000 tested, 0.16% active; inhibition, % at 34.9 µM; purified Rtt109/Vps75, ThioGlo CoA-SH fluorescence, 4 h; AID 540336;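 active = inhibition of at least 50% in every replicate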
Target sequence (Q5AAJ8 whole entry, looked up): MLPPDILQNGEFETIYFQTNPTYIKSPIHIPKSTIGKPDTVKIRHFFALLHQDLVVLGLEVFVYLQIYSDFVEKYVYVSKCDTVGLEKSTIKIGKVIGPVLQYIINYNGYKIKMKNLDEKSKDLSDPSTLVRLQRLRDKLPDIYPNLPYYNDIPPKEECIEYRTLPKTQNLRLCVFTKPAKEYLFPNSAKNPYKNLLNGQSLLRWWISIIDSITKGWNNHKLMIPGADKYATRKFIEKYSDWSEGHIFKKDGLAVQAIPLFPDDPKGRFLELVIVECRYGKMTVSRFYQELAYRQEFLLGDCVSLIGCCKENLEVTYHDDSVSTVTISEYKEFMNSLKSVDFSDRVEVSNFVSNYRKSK
* hit, by the source's call.

Sample of the layout, four compounds:
`O=C(NCc1ccccc1)c1cc(S(=O)(=O)N2CCCCC2)ccc1N1CCOCC1` gave PvdQ inh -13, phage Ecoli inh 1.8, E coli growth 3.5, DAGLB inh 0, CAL PDZ FP -1.1, Tat transport -3, Wnt bcat act -2, AddAB inh -0.1 and Rtt109 HAT inh -5.
`Cc1ccc(C(C)C)c(OCC(=O)Nc2ccc3c(c2)nc(CCN2CCCCC2)n3C)c1` gave PvdQ inh -9, phage Ecoli inh -0.8, E coli growth -4.0, PfHsp90 yeast 2 4, DAGLB inh 4, CAL PDZ FP -4.2, Tat transport 9, Wnt bcat act -3, AddAB inh -0.4 and Rtt109 HAT inh -15.
Screening N#Cc1ccc(C(=O)OCC(=O)Nc2cccc(S(=O)(=O)N3CCCCC3)c2)cc1 returned PvdQ inh 1, phage Ecoli inh 0.8, E coli growth 0.9, PfHsp90 yeast 2 -13, DAGLB inh -2, CAL PDZ FP -1.2, Tat transport -5, Wnt bcat act -2, AddAB inh -1.3 and Rtt109 HAT inh -1.
Screening O=C(NCCCN1CCc2ccccc2C1)C1CCN(S(=O)(=O)N2CCC3(CC2)OCCO3)CC1 returned PvdQ inh -14, phage Ecoli inh 4.1, E coli growth 3.3, PfHsp90 yeast 2 12, DAGLB inh 1, CAL PDZ FP -2.7, Tat transport 7, Wnt bcat act -1, AddAB inh 2.5 and Rtt109 HAT inh -8.

The listing (from the top)
`O=C(NCc1ccccc1)c1cc(S(=O)(=O)N2CCCCC2)ccc1N1CCOCC1` gave PvdQ inh -13, phage Ecoli inh 1.8, E coli growth 3.5, DAGLB inh 0, CAL PDZ FP -1.1, Tat transport -3, Wnt bcat act -2, AddAB inh -0.1 and Rtt109 HAT inh -5.
`Cc1ccc(C(C)C)c(OCC(=O)Nc2ccc3c(c2)nc(CCN2CCCCC2)n3C)c1` gave PvdQ inh -9, phage Ecoli inh -0.8, E coli growth -4.0, PfHsp90 yeast 2 4, DAGLB inh 4, CAL PDZ FP -4.2, Tat transport 9, Wnt bcat act -3, AddAB inh -0.4 and Rtt109 HAT inh -15.
Screening N#Cc1ccc(C(=O)OCC(=O)Nc2cccc(S(=O)(=O)N3CCCCC3)c2)cc1 returned PvdQ inh 1, phage Ecoli inh 0.8, E coli growth 0.9, PfHsp90 yeast 2 -13, DAGLB inh -2, CAL PDZ FP -1.2, Tat transport -5, Wnt bcat act -2, AddAB inh -1.3 and Rtt109 HAT inh -1.
Screening O=C(NCCCN1CCc2ccccc2C1)C1CCN(S(=O)(=O)N2CCC3(CC2)OCCO3)CC1 returned PvdQ inh -14, phage Ecoli inh 4.1, E coli growth 3.3, PfHsp90 yeast 2 12, DAGLB inh 1, CAL PDZ FP -2.7, Tat transport 7, Wnt bcat act -1, AddAB inh 2.5 and Rtt109 HAT inh -8.
For O=C(NCc1ccco1)c1cc(-c2ccccc2)on1 the results were PvdQ inh -11, phage Ecoli inh 4.0, E coli growth 1.1, PfHsp90 yeast 2 0, DAGLB inh -7, CAL PDZ FP -2.6, Tat transport -5 and AddAB inh 0.2.
`Cc1nnc(SCC(=O)Nc2c(C)n(C)n(-c3ccccc3)c2=O)n1Cc1ccccc1` gave PvdQ inh -10, phage Ecoli inh 3.6, E coli growth 3.1, PfHsp90 yeast 2 -48, DAGLB inh -3, CAL PDZ FP 0.8, Tat transport 1, Wnt bcat act -1, AddAB inh 0.5 and Rtt109 HAT inh 1.
O=C(Nc1cc(F)ccc1F)C1CCCO1 (configuration not stated) was read as PvdQ inh -9, phage Ecoli inh 0.1, E coli growth 1.8, PfHsp90 yeast 2 -16, DAGLB inh 0, CAL PDZ FP -0.9, Tat transport 9, Wnt bcat act 0, AddAB inh 0.1 and Rtt109 HAT inh -4.
For COc1cccc(NS(=O)(=O)c2ccc3c(c2)CCN3C(C)=O)c1 the results were PvdQ inh -11, phage Ecoli inh 2.6, E coli growth -0.6, PfHsp90 yeast 2 -7, DAGLB inh -2, CAL PDZ FP -0.8, Tat transport 7, Wnt bcat act -1, AddAB inh -1.1 and Rtt109 HAT inh -4.
CC(=O)Nc1ccc(S(=O)(=O)NC2=C(N3CCN(C)CC3)C(=O)c3ccccc3C2=O)cc1 was read as PvdQ inh 11, phage Ecoli inh 3.9, E coli growth 0.9, PfHsp90 yeast 2 15, DAGLB inh 1, CAL PDZ FP -2.1, Tat transport -13, Wnt bcat act 1, AddAB inh 12 and Rtt109 HAT inh 6.
Screening CCOC(=O)c1cccc(Nc2nc(-c3cccnc3)nc3ccccc23)c1 returned PvdQ inh -13, phage Ecoli inh 2.1, E coli growth 0.2, PfHsp90 yeast 2 4, DAGLB inh -4, CAL PDZ FP -18, Tat transport 2, Wnt bcat act -3, AddAB inh 3.8 and Rtt109 HAT inh 9.
Screening CCN(CC)c1ccc(NS(=O)(=O)c2ccc3c(c2)oc(=O)n3C)c(C)c1 returned PvdQ inh 2, phage Ecoli inh 2.2, E coli growth -0.8, PfHsp90 yeast 2 20, DAGLB inh 4, CAL PDZ FP 0.1, Tat transport 20, Wnt bcat act 4, AddAB inh 1.9 and Rtt109 HAT inh 8.
Screening COc1ccc(N(CC(=O)Nc2cccc(C(C)=O)c2)S(=O)(=O)c2ccc(NC(C)=O)cc2)cc1 returned PvdQ inh -6, phage Ecoli inh 1.1, PfHsp90 yeast 2 -17, DAGLB inh 1, CAL PDZ FP -1.6, Tat transport 4, Wnt bcat act 0 and Rtt109 HAT inh -6.
For Cc1cc(/C=C2/SC(=O)N(CC(=O)N3CCCC3)C2=O)c(C)n1C the results were PvdQ inh -1, phage Ecoli inh 1.3, E coli growth -0.3, PfHsp90 yeast 2 -3, DAGLB inh 0, CAL PDZ FP -0.4, Tat transport 5, Wnt bcat act -2, AddAB inh 2.0 and Rtt109 HAT inh -1.
CCCc1cc(=O)[nH]c2nnc(SCC(=O)N3CC(C)OC(C)C3)n12 (configuration not stated) was read as PvdQ inh -13, phage Ecoli inh 2.7, E coli growth 3.3, PfHsp90 yeast 2 11, DAGLB inh 2, CAL PDZ FP -0.4, Tat transport -4, Wnt bcat act 1, AddAB inh 2.7 and Rtt109 HAT inh -1.
O=C(NNC(=S)Nc1ccccc1)Nc1ccccc1 was read as PvdQ inh 3, phage Ecoli inh 5.0, E coli growth 1.2, PfHsp90 yeast 2 8, DAGLB inh -1, CAL PDZ FP -0.7, Tat transport 1, Wnt bcat act 10, AddAB inh 2.9 and Rtt109 HAT inh -6.
For CSc1ncccc1C(=O)OCC(=O)Nc1cc(C(F)(F)F)ccc1N1CCOCC1 the results were PvdQ inh -5, phage Ecoli inh -0.5, E coli growth -2.0, PfHsp90 yeast 2 1, DAGLB inh -3, CAL PDZ FP -0.6, Tat transport 5, AddAB inh -0.5 and Rtt109 HAT inh 0.
Screening COc1ccccc1C(=O)NCCC(=O)N1CCCCC1 returned PvdQ inh -11, phage Ecoli inh 1.6, E coli growth 1.1, PfHsp90 yeast 2 -10, DAGLB inh -1, CAL PDZ FP -2.0, Tat transport -2, Wnt bcat act -2, AddAB inh 1.3 and Rtt109 HAT inh 2.
For Cc1ccc(C(=O)N2CCC(Cc3ccccc3)CC2)cc1S(=O)(=O)N1CCOCC1 the results were PvdQ inh -30, phage Ecoli inh -1.8, PfHsp90 yeast 2 30, DAGLB inh 2, CAL PDZ FP -4.0, Tat transport 19, Wnt bcat act -1 and Rtt109 HAT inh 7.
For COCC(C)n1c(C)cc(C(=O)Cn2c(=O)oc3ccccc32)c1C (configuration not stated) the results were PvdQ inh 1, phage Ecoli inh -1.6, E coli growth 0.4, PfHsp90 yeast 2 13, DAGLB inh 2, CAL PDZ FP -1.2, Tat transport 3, AddAB inh 0.9 and Rtt109 HAT inh 2.
Screening CC1CCCCN1C(=O)c1ccccc1NC(=O)c1ccco1 (configuration not stated) returned PvdQ inh 3, phage Ecoli inh 1.0, E coli growth -0.6, PfHsp90 yeast 2 10, DAGLB inh 0, CAL PDZ FP -2.5, Tat transport 0, AddAB inh 1.1 and Rtt109 HAT inh 1.
For COc1ccc(Cc2nc(-c3ccccc3)no2)cc1 the results were PvdQ inh -3, phage Ecoli inh 4.7, E coli growth -0.2, DAGLB inh -13, CAL PDZ FP -3.0, Tat transport 8, AddAB inh -0.2 and Rtt109 HAT inh 2.
For COc1cc(C2CC(=O)Oc3cc(OC)c(OC)c(OC)c32)cc(OC)c1OC (configuration not stated) the results were PvdQ inh 16, phage Ecoli inh 1.9, E coli growth 0.9, PfHsp90 yeast 2 2, DAGLB inh -2, CAL PDZ FP -1.8, Tat transport 1, Wnt bcat act 0, AddAB inh 0.1 and Rtt109 HAT inh 4.
For Cc1nn(CC(=O)NC2CCCCC2)c(=O)c2cccn12 the results were PvdQ inh -10, phage Ecoli inh 3.0, E coli growth 0.8, PfHsp90 yeast 2 -34, DAGLB inh 1, CAL PDZ FP -0.6, Tat transport -1, Wnt bcat act 0, AddAB inh 1.5 and Rtt109 HAT inh 1.
Screening O=C(NN=C1CCCC1)c1cccc(O)c1 returned PvdQ inh 9, phage Ecoli inh 0.1, E coli growth -0.3, PfHsp90 yeast 2 -6, DAGLB inh 3, CAL PDZ FP -1.5, Tat transport 30, Wnt bcat act 2, AddAB inh 1.1 and Rtt109 HAT inh 2.
Screening CCS(=O)(=O)N1CCN(Cc2nc3ccccc3c(=O)[nH]2)CC1 returned PvdQ inh 3, phage Ecoli inh 2.2, E coli growth 0.1, PfHsp90 yeast 2 23, DAGLB inh -2, CAL PDZ FP 2.1, Tat transport 4, Wnt bcat act -2, AddAB inh -0.8 and Rtt109 HAT inh 7.
For S=C(NC1CCCCC1)N1CCc2[nH]c3ccccc3c2C1 the results were PvdQ inh -13, phage Ecoli inh 2.1, E coli growth 0.1, PfHsp90 yeast 2 -5, DAGLB inh -1, CAL PDZ FP -3.6, Tat transport 1, Wnt bcat act 0, AddAB inh 1.3 and Rtt109 HAT inh 4.
COc1cc(OC)cc(-c2cc3nc(C)c(CCC(=O)O)c(C)n3n2)c1 was read as PvdQ inh 11, phage Ecoli inh -1.1, E coli growth -0.9, PfHsp90 yeast 2 -9, DAGLB inh -2, CAL PDZ FP 0.9, Tat transport -7, Wnt bcat act -2, AddAB inh -0.3 and Rtt109 HAT inh -11.
C#Cc1ccc([C@@H]2C=C(C(=O)NC3CC3)O[C@H](OCc3ccc(CO)cc3)C2)cc1 was read as PvdQ inh -1, phage Ecoli inh 0.8, E coli growth -2.1, PfHsp90 yeast 2 -4, DAGLB inh -1, CAL PDZ FP 0.6, Tat transport 7, Wnt bcat act 2, AddAB inh -2.9 and Rtt109 HAT inh -1.
`CNC(=O)CN(Cc1ccccc1)S(=O)(=O)c1ccc(Cl)cc1` gave PvdQ inh 3, phage Ecoli inh -3.2, E coli growth -1.7, PfHsp90 yeast 2 -3, DAGLB inh -2, CAL PDZ FP -0.2, Tat transport -6, Wnt bcat act 0, AddAB inh 0.4 and Rtt109 HAT inh 2.
For COc1ccc(-n2nc(C(=O)NCC(=O)NCCc3ccc(OC)c(OC)c3)c3ccccc3c2=O)cc1 the results were PvdQ inh -8, phage Ecoli inh -0.6, E coli growth -1.1, PfHsp90 yeast 2 9, DAGLB inh 1, CAL PDZ FP -0.3, Tat transport -14, Wnt bcat act -2, AddAB inh 2.2 and Rtt109 HAT inh 7.
Cc1ccc(C(=O)NNC(=O)c2ccc(C)cc2)cc1 was read as PvdQ inh 12, phage Ecoli inh 3.4, E coli growth 1.1, PfHsp90 yeast 2 10, DAGLB inh -2, CAL PDZ FP 0.4, Tat transport 1, Wnt bcat act 1 and AddAB inh 1.3.
